inhibitors of VEEV = inhibitors of VEEV TC-83 cytopathic effect, confirmation, Vero cells (AID 588727); Vero cells, VEEV TC-83 cytopathic effect inhibition; higher % means a stronger effect; inhibition, % at 20 µM; hits with a dose series show IC50 in µM; 350,000 compounds, 0.13% hits; in the data active = a potency from the dose series; inconclusive = inhibition mostly from about 14% at the one dose, without a potency; inactive = the rest, 99 in 100 with inhibition below about 12%; also: strong numbers were not always called active
tuberculosis growth = growth inhibition of non-replicating M. tuberculosis (AID 488890); 320,000 compounds, 0.39% hits; Mycobacterium tuberculosis non-replicating, growth inhibition; higher % means a stronger effect; one-dose inhibition, % at 25 µM; IC50 in µM for titrated hits; in the data active = a potency from the dose series; inconclusive = inhibition mostly from about 82% at the one dose, without a potency; inactive = the rest, 99 in 100 with inhibition below about 76%;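 also: plate controls were DMSO cells for no effect and high antibiotic wells for full effect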
H1N1 NS1A inhibition = NS1A inhibition, H1N1 influenza, cell based functional assay (AID 504329) | 340,000 compounds, 0.3% hits | inhibition, % at 12.5 µM; hits with a dose series show IC50 in µM | NS1A functional cell-based assay, percent inhibition; higher % means a stronger effect; in the data active = a potency from the dose series; inconclusive = inhibition above about 27% without an active follow-up result; also: strong numbers were not always called active
PhoP GFP inhibition = Inhibition of PhoP regulon, Salmonella typhi GFP reporter cells, confirmation, 4 h (AID 1850) | Salmonella Typhi PhoP-promoter GFP reporter, fluorescence, 4 h; higher % means a stronger effect | inhibition, % at 50 µM; hits with a dose series show IC50 in µM | 310,000 compounds, 0.33% hits; in the data active = a potency from the dose series; inconclusive = inhibition mostly from about 25% at the one dose, without a potency; inactive = the rest, 99 in 100 with inhibition below about 19%;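 also: 0% = induced wells with vehicle and 100% = uninduced wells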
H37Rv inhibition = M. tuberculosis growth inhibition, HTS (AID 449762); M. tuberculosis H37Rv growth inhibition, 7H9 media; higher % means a stronger effect; inhibition, % at 25 µM; hits with a dose series show IC50 in µM; 330,000 compounds, 0.59% hits; in the data active = a potency from the dose series; inconclusive = inhibition above about 70% without an active follow-up result;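 also: bacterial growth assessed after seven days of incubation; strong numbers were not always called active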
inhibitors of VEEV 10K pilot screen = recorded beside inhibitors of VEEV, whose call it bears; inhibition, %; measured here: 10K pilot screen inhibition
The depositor's hits bear a star; i = inactive; ? = inconclusive; nt = not tested or not shown.

SMILES | inhibitors of VEEV | tuberculosis growth | H1N1 NS1A inhibition | PhoP GFP inhibition | H37Rv inhibition | others
Cc1cc(N)n(-c2nc3ccccc3s2)n1 | 1.0% | 2% | -11% | -3% | -1%
CCOC(=O)C1=C(C)NC(C)=C(C(=O)OCC)C1/C=C/c1ccccc1 | i | 25% | -3% | 3% | 1%
CCN(C[C@H]1N[C@@](Cc2ccccc2)(C(=O)OC)[C@H]2C(=O)N(Cc3ccccc3)C(=O)[C@@H]12)C(=O)C1CCCCC1 | 0.5% | 13% | -1% | nt | 12%
CN(C)N1C(=O)CC(N2CCCCC2)C1=O (stereo not given) | 1.9% | -2% | 9% | 3% | -5%
NC(=O)C1(NC(=O)[C@@H]2CC3(CC(c4cccc(NC(=O)c5cc([N+](=O)[O-])cc([N+](=O)[O-])c5)c4)=NO3)CN2C(=O)c2ccccc2)CC1 (stereo not given in full) | 0.7% | 75% | 13% | 0% | ?
COc1ccc(Cc2nn3c(-c4ccccc4Br)nnc3s2)cc1 | i | 38% | 4% | -3% | -4%
CCc1ccc(C(=O)Nc2nc(C)cs2)s1 | 3.5% | 61% | -2% | 2% | 21%
O=C(COC(=O)CNS(=O)(=O)c1cccc(F)c1)NCCc1ccccc1 | 1.4% | nt | -7% | nt | nt
NC(=O)c1ccsc1NC(=O)COC(=O)c1ccc([N+](=O)[O-])o1 | 2.5% | ? | -6% | nt | ?
O=C(NCCC1=CCCCC1)C1CCN(S(=O)(=O)c2ccccc2)CC1 | 1.1% | 6% | 2% | 9% | -1%
CC(NC(=O)CCNC(=O)N1CCn2c1nc1ccccc12)c1ccccc1 (stereo not given) | 0.6% | 6% | 0% | 3% | 0%
COc1ccc(-c2nn(CCC#N)cc2/C=N/O)cc1 | 1.5% | -9% | -2% | 8% | 2%
O=C(NC1CCCCCC1)c1cccs1 | i | 77% | -7% | 4% | 2%
Cc1[nH]n(-c2ccccc2)c(=O)c1C=NCCc1ccccc1 | i | 9% | 10% | -10% | -14%
CC(=O)CSc1nc(-c2cccs2)c(C#N)c(=O)[nH]1 | i | nt | -3% | nt | nt
COc1ccc(C(=O)N/N=C2\SCC(=O)N2Cc2ccc3c(c2)OCO3)c(OC)c1 | i | -16% | 7% | -1% | -2%
CCOC(=O)c1c(NC(=O)c2ccc(N3C(=O)[C@@H]4[C@H](C3=O)[C@H]3C=C[C@@H]4C3)cc2)sc2c1CCCC2 | 2.4% | 1% | -7% | -6% | 5%
N[C@@H](Cc1cc(Br)c(O)c(Br)c1)C(=O)O | nt | 15% | nt | -4% | 2%
COc1ccc(Cc2noc(CN(C)CC3(N4CCOCC4)CCCCC3)n2)cc1OC | 1.2% | 10% | -39% | -2% | -2%
Cc1ccc(O)c(-c2cc(-c3ccc(F)cc3)no2)c1 | 1.1% | 36% | 0% | -4% | 7%
COc1cccc(OCc2cc(C(=O)NCc3ccccn3)no2)c1 | 0.7% | 42% | -10% | 5% | -1%
CCCCC(=O)Nc1ccc(NC(=O)c2ccccc2[N+](=O)[O-])cc1OC | 1.3% | 8% | -5% | 3% | 2%
O=C(NCCc1ccccn1)c1cc(-c2cccc3ccccc23)nc2ccccc12 | 7.8% | 8% | -6% | -9% | 9%
Cc1cc2ncc(C(=O)Nc3ccsc3C(=O)O)c(C)n2n1 | 1.1% | -16% | 3% | -14% | 1%
Cc1c(OC(C)C(=O)NCCN2CCOCC2)ccc2c3c(c(=O)oc12)CCCC3 (stereo not given) | 2.8% | -5% | 0% | 4% | 3%

(list continues)
SMILES | inhibitors of VEEV | tuberculosis growth | H1N1 NS1A inhibition | PhoP GFP inhibition | H37Rv inhibition | others
COc1ccccc1C(=O)Nc1ccc(S(=O)(=O)Nc2cnc3ccccc3n2)cc1 | 1.9% | 59% | -1% | -6% | 3%
CCOc1ccc(C(C(=O)NCC2CCCO2)N(C(=O)c2snc(C(N)=O)c2N)c2ccc3c(c2)OCCO3)cc1 (stereo not given) | 8.2% | 21% | -6% | 2% | 4%
Cc1cccc2nc(CSc3ccccc3C(=O)O)cn12 | 0.9% | 24% | 1% | -8% | 5%
O=C(NCC(c1ccco1)N1CCCC1)c1cn(-c2ccccc2)nc1-c1ccc(F)cc1 (stereo not given) | 8.1% | nt | 0% | nt | nt
CC1c2ccccc2-n2nncc2CN1CC1CCCCC1 (stereo not given) | i | nt | -2% | nt | nt
Cc1ccc(S(=O)(=O)Nc2cccc(-n3cnnn3)c2)cc1 | 1.8% | 29% | -11% | -1% | 0%
CCOC(=O)C(=CNCC(=O)O)C(=O)OCC | 1.0% | -11% | -11% | -9% | 3%
O=C(NCc1ccccc1)c1ccc(Cn2cc(C(F)(F)F)ccc2=O)cc1 | 0.8% | 4% | -22% | 7% | -2%
CC(NC(=S)NCCc1ccccc1)C(c1cccs1)N1CCN(C)CC1 (stereo not given) | 0.3% | 19% | 5% | -1% | -10% | inhibitors of VEEV 10K pilot screen=0.0
C[C@H]1C[C@@H]2[C@H]([C@@H](O)C[C@@]3(C)[C@H]2CC[C@]3(O)C(=O)CO)[C@@]2(C)C=CC(=O)C=C12 | 1.4% | 2% | 0% | -13% | -6%
CCOC(=O)c1ccc2ncc(C(=O)OCC)c(NCc3ccco3)c2c1 | 10% | 35% | 2% | -3% | 6%
Nc1ccc(N2CCCC2)c(S(=O)(=O)Nc2cccc(C(F)(F)F)c2)c1 | i | 70% | 8% | nt | 16%
CN1C(=O)/C(=C/c2ccccc2F)Sc2ccc(C(=O)N3CCCC3)cc21 | 8.8% | 74% | -1% | 4% | ?
O=C(NC1=NCCS1)C1COc2ccccc2O1 (stereo not given) | 3.6% | 16% | -5% | -4% | -2%
CC(NC(=O)NC(=O)c1ccc(Cl)cc1)c1ccccc1 (stereo not given) | 11% | -2% | 3% | -3% | -6%
Cc1cc(C)c(C(=O)COC(=O)C2CCN(c3ccc(C(F)(F)F)cn3)CC2)c(C)c1 | 0.9% | 17% | -7% | nt | 10%
CN(CC(=O)Nc1ccc(Cl)c(C(F)(F)F)c1)C(=O)c1cc(=O)c2ccccc2o1 | i | 48% | -10% | nt | -3%
COc1ccc(CCNCC(=O)Nc2ccc(C)c(Br)c2)cc1OC | 0.4% | 15% | 18% | 2% | 67%
COc1ccc(CCNC(=O)COC(=O)Cc2cc(OC)c(OC)c(OC)c2)cc1 | 0.3% | 20% | 3% | 5% | 2%
CCN(CC)CCCNC(=O)c1nn2c(C(F)(F)F)cc(-c3ccccc3)nc2c1Cl | i | 5% | 1% | 5% | 6%
O=C1CCC(=O)N1N1C(=O)C2C3c4ccccc4C(c4ccccc43)C2C1=O (stereo not given) | 0.5% | -3% | 1% | -6% | 10%
COc1ccc(Nc2ccc(N3C(=O)CCCC3=O)cc2[N+](=O)[O-])cc1OC | 1.3% | -3% | 3% | -9% | 2%
CC(C)(C)c1ccc(OCCC(=O)OCC(=O)NC2CCCCC2)cc1 | 1.5% | 9.3µM* | -1% | 1% | ?
CCC(=O)/C=C1/Sc2ccc(OC)cc2N1CC | 0.7% | 22% | -4% | -11% | -12%
CCOc1ccc(NC(=O)COC(=O)Cc2ccc(S(=O)(=O)N3CCOCC3)s2)cc1 | 0.6% | 2% | 8% | -17% | 2%

The list goes on.
SMILES | inhibitors of VEEV | tuberculosis growth | H1N1 NS1A inhibition | PhoP GFP inhibition | H37Rv inhibition | others
NC(N)=NC1=NC(=O)C(Cc2ccccc2Cl)S1 (stereo not given) | 1.8% | ? | 10% | 10% | 1%
O=C1/C(=C/c2cccc([N+](=O)[O-])c2)N2CCC1CC2 | 5.1% | 42% | -10% | -10% | 0%
COc1ccc(NC(=O)CSc2nnc(NC(=O)c3ccccc3C(=O)O)s2)cc1 | 0.6% | -3% | -2% | -3% | -2%
COC(=O)c1cc(OCC(=O)NC2CCCc3ccccc32)cc(C(=O)OC)c1 (stereo not given) | 3.0% | -8% | 0% | 7% | -4%
O=C(Oc1ccccc1/C=C\C(=O)c1cc2ccccc2o1)c1ccccc1 | 9.6% | 78% | 0% | 0% | 19%
O=C(OCc1ccccc1)c1ccc(Br)o1 | i | 76% | 12% | -6% | 42%
O=C(CN1C(=O)c2cccnc2Oc2ccc(Cl)cc21)N1CCOCC1 | 1.6% | -9% | -3% | 10% | 9%
CCCCn1c(-c2cccc(C)c2)nc2cc3[nH]c(=O)c(C(C)C)nc3cc21 | 11% | 59% | -6% | -10% | ?
N#Cc1cccc(NC(=O)c2ccccc2C(=O)O)c1 | i | -1% | -6% | -2% | -7%
NCC(c1ccccc1Cl)c1c[nH]c2ccccc12 (stereo not given) | i | 31% | -15% | 4% | 4%
CC(=O)C1=C(C)NC(=O)NC1c1cccs1 (stereo not given) | 1.5% | -2% | -14% | -13% | -7%
COc1ccccc1NC(=O)CN1CCN(c2ccccc2OC)CC1 | 0.8% | 27% | 6% | -5% | 3%
CCSc1nnc2c(n1)[nH]c1c(C)cccc12 | 6.7% | 4% | 0% | 4% | 0%
COc1ccc2nc(NC(=O)CCNS(=O)(=O)c3ccc4c(c3)oc(=O)n4C)sc2c1 | 2.3% | 10% | 8% | 1% | 4%
COC(=O)c1ccc(C2/C(=C(\O)c3cccc(OC)c3)C(=O)C(=O)N2CCCN2CCOCC2)cc1 (stereo not given) | 2.3% | -36% | -5% | -7% | 3%
CC1=C(C(=O)N2CCOCC2)C(c2cccc(C)c2)NC(=S)N1 (stereo not given) | 0.1% | -1% | -4% | -3% | -5%
O=C(c1cccs1)N1CCN(CCc2ccccc2)CC1 | 2.1% | 8% | 0% | -5% | -8% | inhibitors of VEEV 10K pilot screen=0.2
CCOc1ccc(C(=O)Nc2nc3ccccc3[nH]2)cc1OCC | 7.7% | 9.1µM* | -11% | 3% | ?
Cc1cnc(NC(=O)C2COc3ccccc3O2)s1 (stereo not given) | 2.0% | ? | -8% | -19% | 0%
Cc1cc(=O)n2c(n1)NC(Nc1cccc(C)c1C)=NC2c1ccccc1 (stereo not given) | 5.2% | 10% | 0% | -2% | 4%
O=C(CSc1nnc(CNC(=O)c2ccccc2F)o1)NCc1ccccc1 | 0.3% | ? | -3% | -2% | -1%
C=CCC(=O)N(CC)CC1CCCN(CCc2cccc(F)c2)C1 (stereo not given) | 0.3% | 11% | -6% | 1% | 2%
COc1cc(OC)cc(C(=O)OCC(=O)Nc2cccc(C(C)=O)c2)c1 | 0.2% | 1% | 6% | -2% | 0%
COC(=O)c1ccc(CN2CCN(Cc3ccc(F)cc3)C(CCO)C2)cc1 (stereo not given) | i | -1% | 1% | 10% | -6%
COc1ccc(/C=C2\C(=O)N(Cc3ccc(F)cc3)CC(=O)N2Cc2ccccc2)cc1 | 6.4% | 21% | 21% | -4% | 11%

The closing four records of the section before open the next one.
SMILES | inhibitors of VEEV | tuberculosis growth | H1N1 NS1A inhibition | PhoP GFP inhibition | H37Rv inhibition | others
C=CCC(=O)N(CC)CC1CCCN(CCc2cccc(F)c2)C1 (stereo not given) | 0.3% | 11% | -6% | 1% | 2%
COc1cc(OC)cc(C(=O)OCC(=O)Nc2cccc(C(C)=O)c2)c1 | 0.2% | 1% | 6% | -2% | 0%
COC(=O)c1ccc(CN2CCN(Cc3ccc(F)cc3)C(CCO)C2)cc1 (stereo not given) | i | -1% | 1% | 10% | -6%
COc1ccc(/C=C2\C(=O)N(Cc3ccc(F)cc3)CC(=O)N2Cc2ccccc2)cc1 | 6.4% | 21% | 21% | -4% | 11%
N#CCCN(C(=O)CSc1ncccn1)c1ccc2c(c1)OCCO2 | i | -9% | -10% | nt | -8%
Clc1cc2c(c(CSc3nc4ccccc4n4cccc34)c1)OCOC2 | 0.2% | -7% | -20% | -5% | -2%
O=C(NC(=S)Nc1ccccc1N1CCCC1)c1ccco1 | 7.2% | 34% | nt | -9% | ?
CCOc1ccc(/C=N/NC(=O)c2c(C)n(C)c3ccc(OC)cc23)cc1 | 4.6% | -9% | 2% | 11% | -3%
Cc1cccc(C)c1NC(=O)COC(=O)c1ccc2c(c1)OCO2 | 0.6% | 4% | 5% | -5% | 6%
NC(=O)c1nc(C2CCCCC2)nc2c1[nH]c(=O)n2-c1ccc(F)cc1 | 1.1% | 13% | -2% | 3% | -7%

Part of the list above in order of formula weight, high to low:
SMILES | inhibitors of VEEV | tuberculosis growth | H1N1 NS1A inhibition | PhoP GFP inhibition | H37Rv inhibition | others
Clc1cc2c(c(CSc3nc4ccccc4n4cccc34)c1)OCOC2 | 0.2% | -7% | -20% | -5% | -2%
N#CCCN(C(=O)CSc1ncccn1)c1ccc2c(c1)OCCO2 | i | -9% | -10% | nt | -8%
O=C(NC(=S)Nc1ccccc1N1CCCC1)c1ccco1 | 7.2% | 34% | nt | -9% | ?

From PubChem
